EPAC2 antagonist: EPAC2 (human) antagonism; AID 720708; hit rate 0.18% among 360,000; Potency, µM (titrated, usually from 114 µM), inactives show at the top dose activity, negative = inhibition, actives largely listed as inhibitors; EPAC2 GEF exchange of Rap1B-BODIPY-GDP, fluorescence; further: on the % scale 0 is the no-effect control and ±100 the full control effect; nearly all actives have a fitted effect of over 45% in size; many of its hits are not listed in these tables
Target sequence (Q8WZA2 whole entry, looked up): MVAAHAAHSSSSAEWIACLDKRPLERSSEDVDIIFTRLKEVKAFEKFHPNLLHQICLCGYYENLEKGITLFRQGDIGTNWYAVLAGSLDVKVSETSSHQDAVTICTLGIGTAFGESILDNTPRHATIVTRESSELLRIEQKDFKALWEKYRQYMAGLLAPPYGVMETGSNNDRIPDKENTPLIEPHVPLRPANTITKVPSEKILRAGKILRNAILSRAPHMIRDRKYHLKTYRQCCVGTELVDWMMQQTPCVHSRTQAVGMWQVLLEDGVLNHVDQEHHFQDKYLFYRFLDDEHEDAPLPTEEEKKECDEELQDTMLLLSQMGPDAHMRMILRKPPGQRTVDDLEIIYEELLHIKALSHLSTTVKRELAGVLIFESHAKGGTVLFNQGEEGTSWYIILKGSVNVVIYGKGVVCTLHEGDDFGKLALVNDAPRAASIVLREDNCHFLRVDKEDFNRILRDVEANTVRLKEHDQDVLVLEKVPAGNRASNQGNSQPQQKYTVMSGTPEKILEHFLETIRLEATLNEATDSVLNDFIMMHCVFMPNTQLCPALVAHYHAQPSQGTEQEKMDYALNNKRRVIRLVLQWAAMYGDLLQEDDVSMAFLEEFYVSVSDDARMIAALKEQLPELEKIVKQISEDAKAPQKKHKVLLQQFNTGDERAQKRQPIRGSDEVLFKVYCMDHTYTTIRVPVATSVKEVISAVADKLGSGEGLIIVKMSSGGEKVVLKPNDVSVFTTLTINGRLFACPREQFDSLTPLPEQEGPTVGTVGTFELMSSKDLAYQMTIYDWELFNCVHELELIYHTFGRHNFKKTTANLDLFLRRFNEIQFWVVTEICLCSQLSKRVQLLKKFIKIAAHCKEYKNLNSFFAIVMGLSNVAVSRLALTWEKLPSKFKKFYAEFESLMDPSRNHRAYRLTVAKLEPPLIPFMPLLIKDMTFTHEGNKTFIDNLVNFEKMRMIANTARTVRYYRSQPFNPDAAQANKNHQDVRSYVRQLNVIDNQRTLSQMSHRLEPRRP
A549 viability: kills or reduces viability of A549 cells in Nrf2 counter-screen; A549 ARE-Fluc cells, CellTiter-Fluor viability, 18-24 h; Potency, µM (titrated, usually from 46 µM), without a hit: at the highest dose activity change, negative = cytotoxicity, usual class: inhibitors; hit rate 0.16% among 390,000; further: on the % scale 0 is the no-effect control and ±100 the full control effect
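A549 ARE-Fluc cells in 5% FBS OPTI-MEM, 5000 cells/well, rested 2 h then exposed to compounds in concentration-response for 18-24 h at 37 °C. Viability by CellTiter-Fluor fluorescence (Ex 405/Em 525) after 30 min; luciferase luminescence (BugLite, 15 min, RT) read afterwards.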
Nrf2 ARE act: Nrf2 pathway activation. AID 624171. hit rate 0.31% among 410,000. AREc32 ARE-luciferase reporter (MCF7-derived line), luminescence, 24 h. Potency, µM (highest dose often 46.1 µM), for inactives: at the top dose activation, actives largely listed as activators; further: % of control where 0% means no effect; nearly all actives have a fitted effect of over 65% in size
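For detection, Steady-Glo was added and plates sat 30 min at RT; before that, AREc32_Fluc cells grown overnight in OPTI-MEM/5% FBS had been treated with 23 nL compound for 24 hr at 37 deg C.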
S2 tox: viability counter-screen for ATXN expression inhibitors. S2 cells (HEK-293 line with an ATXN2-luciferase reporter) viability, CellTiter-Fluor protease fluorescence, 24 h. AID 651635. hit rate 0.49% among 400,000. Potency, µM (titrated, usually from 56.7 µM), actives largely listed as cytotoxic; further: nearly all actives have a fitted effect of over 40% in size
MCF10A rerep: DNA re-replication induction in MCF 10a cells. MCF 10A DNA re-replication, Hoechst nuclear intensity, 48 h. Potency, µM (doses to about 46.1 µM), without a hit: at the top dose activity, positive = re-replication, most hits filed as activators. hit rate 2.9% among 350,000. AID 624296; further: % of control where 0% means no effect; nearly all actives have a fitted effect of over 50% in size
TGFb inhibitor: TGF-b pathway inhibition. AID 588855. hit rate 1.2% among 410,000. Potency, µM (doses to about 46.1 µM), for inactives: top-dose activity, negative = inhibition, actives largely listed as inhibitors. HepG2 CAGA-GFP TGF-b/SMAD3 reporter, GFP fluorescence, 18 h; TGF-beta stimulated, 500 pg/mL final; further: on the % scale 0 is the no-effect control and ±100 the full control effect; nearly all actives have a fitted effect of over 65% in size
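Cell-based qHTS in HEPG2 carrying a CAGA-GFP Smad reporter; compounds added before 500 pg/mL final TGF-beta, 18 h incubation at 37 degrees C, GFP fluorescence quantified per cell by imaging cytometry.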
ATXN2 expr inh: reduces ATXN2 reporter expression in HEK-293 cells | AID 1745845 | Potency, µM (top dose mostly 57 µM), without a hit: at the top dose activity change, negative = inhibition, usual class: inhibitors | HEK-293 ATXN2-luciferase reporter, luminescence, 24 h | hit rate 0.72% among 360,000; further: on the % scale 0 is the no-effect control and ±100 the full control effect; nearly all actives have a fitted effect of over 55% in size
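ATXN2-luciferase reporter cells (luciferase flanked by upstream and downstream ATXN2 gene portions) were treated 24 h at 37 °C with compounds at up to 57 uM. SteadyGlo luminescence gave expression; GF-AFC fluorescence gave viability.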
HepG2 tox: HepG2 cytotoxicity, counter-screen for TGF-b inhibitors; HepG2 CAGA-GFP viability, ATP luminescence, 18 h; Potency, µM (series often up to 46.1 µM), for the others: at the highest dose activity change, negative = cytotoxicity, most hits filed as cytotoxic; hit rate 0.76% among 410,000; further: some results filed as inactive show a strong effect at the top dose
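CellTiter-Glo luminescence gave cytotoxicity after 18 hours at 37 degrees C. The cells were HepG2 CAGA-GFP in 1% FBS DMEM, stimulated with 500 pg/mL TGF-beta after compound addition. %Activity was normalised to no-cell wells (complete cell-killing) and DMSO (no toxicity), and curves were fitted and classified.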
Nrf2 inh: inhibitors of Nrf2 signaling. AID 504444. Potency, µM (doses to about 46 µM), without a hit: at the top dose activity change, negative = inhibition, usual class: inhibitors. hit rate 2.1% among 360,000. A549 ARE-Fluc reporter, luciferase luminescence, 18-24 h; further: on the % scale 0 is the no-effect control and ±100 the full control effect; nearly all actives have a fitted effect of over 60% in size
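Nrf2 activity is the BugLite luminescence, read 15 min after reagent at room temperature, following CellTiter-Fluor cytotoxicity readout (30 min, 37C). Compound titrations were applied for 18-24 h to 5000 A549 ARE_Fluc cells/well in 5% FBS OPTI-MEM.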
Active calls of the source: *; i = inactive; ? = inconclusive; . = not tested or not shown; & = joins results of further samples; [ ] = remark or other dose. The call rests on the fitted dose curve; in most records, active means well fitted curve in the direction sought with a large enough effect; inconclusive means small, poorly fitted or top-dose-only effect, or another doubt; inactive means no such curve, though single readings can be large; an effect the other way counts as inactive or inconclusive. Potency means the concentration at half of the fitted maximal effect. The list is partial; the hit share may differ from the screen's.

SMILES	EPAC2 antagonist	A549 viability	Nrf2 ARE act	S2 tox	MCF10A rerep	TGFb inhibitor	ATXN2 expr inh	HepG2 tox	Nrf2 inh
CCc1ccc(NC(=O)C(C)n2nc(C)c([N+](=O)[O-])c2C)cc1 (configuration not stated)	14%	4%	-1.0%	i	8%	?	?	-52%	-7%
COc1ccc(-c2nnc3c4ccccc4c(C)nn23)cc1	9%	-10%	4.5µM*	i	7%	?	38%[activator]	-14%	?
O=C(N/N=C/c1ccco1)c1ccncc1	4%	0%	7.0%	i	-4%	-11%	14%	2%	.
Cn1nc(-c2ccccc2)c(-c2nc(-c3cccc(C(F)(F)F)c3)no2)c1Cl	-6%	5%	3.1%	i	8%	2%	-15%	-22%	-13%
Cc1cnc(C(=O)Nc2nnc(C3CC3)s2)cn1	-9%	-12%	-0.8%	.	-1%	2%	.	0%	?
COc1ccc(OCC(O)CNC(=O)Nc2ccc(C(C)(C)C)cc2)cc1 (configuration not stated)	9%	5%	0.1%	i	6%	?	.	1%	-5%
COc1cccc(NC(=S)NCc2ccccc2)c1	-7%	1%	4.5%	i	-6%	-21%	.	-31%	?
Cc1ccc(-c2nnn(CC(=O)Nc3nnc(C(C)C)s3)n2)cc1	-6%	6%	0.1%	i	2%[9.22 µM]	-3%	-3%	2%	-15%
NC(=O)c1nnn(-c2ccccc2)c1N	6%	3%	-0.3%	?	27%	-1%	1%	-6%	23%
Cc1ccccc1OCC(=O)Nc1ccccc1C(=O)NC1CC1	9%	-1%	-0.4%	i	9%	-19%	0%	-14%	1%
COc1ccc(CCNC(=O)CSc2nnc(CNc3ccc(Cl)cc3)o2)cc1OC	4%	0%	-0.6%	i	3%	1%	-9%	-41%	6%
CC(C)(C)c1ccc(S(=O)(=O)Nc2ccc(C(O)(C(F)(F)F)C(F)(F)F)cc2)cc1	-27%	.	-3.0%	18µM*	.	13µM*	?	20µM*	.
CC1(C)Oc2ccc(NC(=O)C3COc4ccccc4O3)cc2O1 (configuration not stated)	-10%	-1%	6.1%	i	1%	-20%	1%	-20%	?
O=C(CSc1nc2c(cnn2-c2ccccc2)c(=O)[nH]1)N1CCCCC1	-5%	-2%	0.4%	i	-3%	9%	-2%	-1%	?
O=C(CNC(=O)/C(=C\c1ccc(F)cc1)NC(=O)c1ccccc1)OCc1ccccc1	15%	2%	1.7%	i	?	-2%	12%	0%	18%
COc1ccc(NS(=O)(=O)c2cccc(C(=O)NN=C(C)c3ccco3)c2)cc1	7%	18%	?	.	7%	17%	.	-1%	-15%
CCOC(=O)N1CCN(C(=O)CN(c2ccc(Oc3ccccc3)cc2)S(C)(=O)=O)CC1	8%	-8%	0.0%	i	13%	-8%	79%[activator]	-1%	-8%
CCC(CC)NC(=O)COC(=O)CCC(=O)c1ccc(Cl)cc1	16%	1%	-0.3%	i	-3%	23%	-29%	6%	20%
COc1ccc(CCNC(=O)CN(c2ccccc2)S(=O)(=O)c2ccccc2)cc1	3%	.	0.0%	i	.	-13%	.	-36%	.
O=C(CCl)Nc1ccccc1Sc1ccccc1	-22%	-15%	?	i	?	-2%	-15%	-23%	-5%
CN(C)N1C(N)=C(C#N)C(c2ccsc2)C2=C1CCCC2=O (configuration not stated)	8%	-7%	0.5%	i	17%	-6%	0%	-2%	-5%
O=C(C1c2ccccc2C(=O)N2CCc3ccccc3C12)N1CCN(Cc2ccccc2)CC1 (configuration not stated)	-6%	-6%	-0.1%	i	16%	6%	-12%	-16%	9%
COc1ccc(NC(=O)CCC(=O)OCc2ccc(C(=O)Oc3ccc(Cl)cc3)cc2)cc1	7%	-3%	0.7%	i	-6%	?	-10%	-20%	.
Cc1nc(=O)c(-c2ccccc2)c(C)n1CCO	-1%	0%	0.2%	i	-1%	0%	8%	9%	3%
Cc1ccc(/C=C2/NC(=O)N(Cc3ccccc3F)C2=O)o1	16%	-2%	9.5%	i	1%	?	-3%	-3%	-6%
CC(Sc1nc(N)cc(N)n1)C(=O)NCCC1=CCCCC1 (configuration not stated)	3%	-1%	-0.4%	i	-4%	4%	11%	3%	2%
CCOC(=O)C1Cn2c(nc3c(c2=O)C(C)(CC)Cc2ccccc2-3)S1 (configuration not stated)	-29%	-2%	-0.1%	i	?	-2%	-3%	-2%	-3%
Cc1cccc(C(=O)OCC(=O)N2CCc3ccccc3C2)c1O	-8%	3%	2.9%	i	-7%	?	19%	-2%	10%
O=C(OCC(=O)c1cccs1)c1ccccc1	2%	-3%	13%	i	0%	10%	16%	5%	?
Cc1ccc(NC(=O)CSc2nc(C)cc(C)c2C(=O)Nc2cccc(C)c2)cc1	.	0%	-0.5%	i	.	-10%	-1%	-21%	-12%
CCc1cc(C(=O)c2ccccc2OC)c(N)s1	-13%	-10%	2.3%	i	-11%	-28%	-8%	-18%	-6%
COc1ccc(/C=C/c2nc(N)nc(-c3ccccc3O)n2)cc1OC	6%	-27%	5.7%	i	?	?	-15%	8%	?
N=c1sccn1CC(=O)Nc1cccc(Oc2ccccc2)c1	2%	-22%	2.9%	?	-7%	?	-32%	-47%	8%
Cc1cc(-c2ccc(C)c(S(=O)(=O)NCCc3ccc(S(N)(=O)=O)cc3)c2)on1	4%	1%&-1%	2.7%&4.4%	i	5%	-30%&0%	.	-39%&-13%	2%&-30%
O=C(CSc1ncnc2ccccc12)Nc1cccc(S(=O)(=O)N2CCOCC2)c1	0%	-10%	15%	i	1%	-24%	33%[activator]	26%	16µM*
CN(CC(=O)Nc1ccc(Cl)c(C(F)(F)F)c1)C(=O)CCCNC(=O)c1ccc(Cl)cc1	-22%	-13%	12%	?	?	?	?	-18%	?
O=C(NCc1ccccc1)c1ccc(NC(=O)c2nsc3ccccc23)cc1	.	-13%	0.6%	i	.	7%	32%[activator]	-42%	.
Cc1ccc2nc(-c3sc4nc(C)cc(C)c4c3N)[nH]c2c1	15%	?	5.4%	i	10µM*	-27%	25%	-4%	?
CS(=O)(=O)c1ccc(-c2sc3ccccc3c2C(=O)N2CCN(c3ccc(F)cc3)CC2)cc1	7%	-2%	3.1%	i	-4%	?	4%	-17%	?
Cc1cc(=O)oc2cc(OCCSCCN3CCCC3)ccc12	8%	0%	0.0%	i	1%	11%	22%	-5%	3%
CCN(c1ccc(C)cc1C)S(=O)(=O)c1nnc(NC(=O)C(C)(C)C)s1	-7%	-6%	0.7%	i	20%	?	-16%	-12%	?
CC(C)(C)c1ccc(CC(=O)N2CCC2(C)C(=O)NS(=O)(=O)c2ccc(Cl)cc2)cc1 (configuration not stated)	-1%	.	-0.6%[9.22 µM]	i	.	1%	-3%	-2%	.
CC(=O)c1ccc(C2CC34CNS(=O)(=O)C3CC2O4)cc1 (configuration not stated)	.	0%	.	.	.	-16%	.	-29%	11%
CCC(=O)N1c2ccc(S(=O)(=O)CCC(=O)NCc3ccccc3OC)cc2CC1C (configuration not stated)	.	-2%	-0.1%	i	.	-19%	-6%	-14%	-17%
Cn1c(-c2cccs2)[n+](C)c2ccccc21	-12%	6%	-0.1%	i	0%	-10%	-17%	-13%	?

Arranged by number of heavy atoms (high to low): three of the compounds above.
SMILES	EPAC2 antagonist	A549 viability	Nrf2 ARE act	S2 tox	MCF10A rerep	TGFb inhibitor	ATXN2 expr inh	HepG2 tox	Nrf2 inh
O=C(CSc1ncnc2ccccc12)Nc1cccc(S(=O)(=O)N2CCOCC2)c1	0%	-10%	15%	i	1%	-24%	33%[activator]	26%	16µM*
COc1ccc(/C=C/c2nc(N)nc(-c3ccccc3O)n2)cc1OC	6%	-27%	5.7%	i	?	?	-15%	8%	?
N=c1sccn1CC(=O)Nc1cccc(Oc2ccccc2)c1	2%	-22%	2.9%	?	-7%	?	-32%	-47%	8%

(next part)
SMILES	EPAC2 antagonist	A549 viability	Nrf2 ARE act	S2 tox	MCF10A rerep	TGFb inhibitor	ATXN2 expr inh	HepG2 tox	Nrf2 inh
Cc1ccc(CC(NC(=O)c2ccccc2)C(=O)NC(C)C(=O)O)cc1 (configuration not stated)	-2%	3%	-0.2%	i	9%	-8%	3%	6%	-11%
CCCCn1c(N)c(N(CC(C)C)C(=O)c2cc(-c3ccc(OC)cc3)nc3ccccc23)c(=O)[nH]c1=O	11%	-4%	-0.6%	i	21%	?	.	-73%	6%
COc1ccc(C(=O)Nc2cccc(NC(=O)c3ccc(OC)cc3OC)n2)c(OC)c1	-10%	4%	-0.1%	i	1%	0%	.	-17%	21%
Cn1nc(C(F)(F)F)c(C(=O)Nc2cccc(C(F)(F)F)c2)c1SCc1ccc(Cl)cc1	-9%	?	4.3%	?	?	0%	?	-29%	?
COc1ccc(Cl)cc1N1C(=O)C2CCCN2C1c1ccc(F)c(F)c1 (configuration not stated)	-28%	-5%	0.3%	i	8%	1%	2%	-2%	-8%
O=C(c1ccco1)N1CCN(Cc2cc(=O)c(OCc3cccc(Cl)c3)co2)CC1	2%	2%	0.4%	i	1%	-1%	29%	3%	?
CCC(=O)N/N=C/c1ccc(-c2ccc(Cl)cc2)o1	-8%	2%	3.2%	i	-2%	5%	3%	0%	?
O=C(NCC1COc2ccccc2O1)c1ccc(NC(=O)c2ccco2)cc1 (configuration not stated)	3%	1%	2.4%	i	3%	-28%	1%	-37%	.
N/C(=N\OC(=O)CCC1CCCC1)c1ccc(Cl)cc1	-8%	5%	-0.2%	i	3%	-6%	8%	0%	?
O=[N+]([O-])c1cc(Cl)c(Cl)c(Cl)c1Cl	-19%	11%	3.3%	i	1%	10%	-4%	0%	-9%
COc1ccc2c(c1)cc1c(=O)n(CC(=O)NCCCOC(C)C)nc(C)n12	7%	1%&2%	-0.6%&-1.0%	i	-1%	-13%&14%	7%&-2%	-4%&3%	0%&1%
C=CCn1c(CCNC(=O)c2ccccc2F)nnc1SCC(=O)Nc1ccc(OC)cc1	-3%	-5%	-0.7%	i	-2%	-5%	-10%	-9%	-1%
CCC(C)(C)NC(=O)C(c1ccccc1F)N(C(=O)c1ccn[nH]1)c1ccccc1 (configuration not stated)	11%	-8%	0.3%	i	?	3%	4%	0%	9%

Printed as active in Nrf2 ARE act (from the list above):
SMILES | EPAC2 antagonist | Nrf2 ARE act | TGFb inhibitor
COc1ccc(-c2nnc3c4ccccc4c(C)nn23)cc1 | 9% | 4.5µM* | ?
